Screens as filed in PubChem.
HGIII-sPLA2 inh: Inhibits HGIII-sPLA2 liposome hydrolysis, primary screen; inhibition, % at 12.2 µM; 370,000 compounds, 0.56% hits; QFRET BODIPY PC-A2 liposome hydrolysis, fluorescence;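 active means inhibition above mean plus 3 SD of compounds lying within the high and low control bounds, cut at about 19% in these data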;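 further: 0% = median of test compound wells and 100% = no enzyme DMSO wells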
ADAM10 inh: inhibits human ADAM10; inhibition, % at 7 µM; O14672; 370,000 compounds, 0.62% hits; recombinant ADAM10, EDANS/DABCYL FRET peptide cleavage, 3 h;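 active means inhibition above a per-campaign cutoff equal to the mean of compounds falling between control-based bounds plus 3 SD, cut at about 20% in these data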;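 further: 0% = DMSO wells while the 100% control is not disclosed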
GC-B act: GC-B (human) receptor activation; P20594; HEK293-GC-B cells, CNP EC30, cGMP TR-FRET; 0% at EC30 CNP, 100% saturating CNP; activation, % at 10 µM; 370,000 compounds, 0.11% hits;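 active means activation at 10 µM reaching about 35% in either raw or pattern-adjusted values, limit read from the data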
Target sequence (P20594 whole entry, looked up): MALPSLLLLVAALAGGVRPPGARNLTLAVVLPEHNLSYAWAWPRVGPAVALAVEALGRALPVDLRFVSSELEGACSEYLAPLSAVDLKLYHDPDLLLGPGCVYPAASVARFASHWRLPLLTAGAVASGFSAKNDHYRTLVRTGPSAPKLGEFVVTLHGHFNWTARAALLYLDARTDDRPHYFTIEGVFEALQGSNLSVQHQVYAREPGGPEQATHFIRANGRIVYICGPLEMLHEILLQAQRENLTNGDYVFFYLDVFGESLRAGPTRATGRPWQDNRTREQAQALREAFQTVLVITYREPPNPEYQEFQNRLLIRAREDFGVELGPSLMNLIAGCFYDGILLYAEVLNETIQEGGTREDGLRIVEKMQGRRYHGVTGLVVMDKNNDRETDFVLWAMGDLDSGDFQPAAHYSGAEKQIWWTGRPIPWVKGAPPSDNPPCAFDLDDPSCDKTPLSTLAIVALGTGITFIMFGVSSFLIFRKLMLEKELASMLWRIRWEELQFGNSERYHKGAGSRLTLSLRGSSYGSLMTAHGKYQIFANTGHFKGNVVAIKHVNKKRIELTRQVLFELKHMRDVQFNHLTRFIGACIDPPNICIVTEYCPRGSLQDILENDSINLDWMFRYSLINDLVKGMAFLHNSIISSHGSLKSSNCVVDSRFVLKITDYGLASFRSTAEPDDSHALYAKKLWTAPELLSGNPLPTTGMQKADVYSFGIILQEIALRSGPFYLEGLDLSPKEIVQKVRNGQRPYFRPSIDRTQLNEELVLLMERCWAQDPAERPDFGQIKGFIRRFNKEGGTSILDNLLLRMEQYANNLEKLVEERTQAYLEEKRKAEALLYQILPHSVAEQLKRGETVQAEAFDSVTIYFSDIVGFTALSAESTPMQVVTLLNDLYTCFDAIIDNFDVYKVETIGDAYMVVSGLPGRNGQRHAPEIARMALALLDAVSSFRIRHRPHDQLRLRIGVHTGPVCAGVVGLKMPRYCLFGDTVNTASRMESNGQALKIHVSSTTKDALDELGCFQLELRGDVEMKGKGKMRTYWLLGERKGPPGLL
GC-A act: GC-A (human) enzyme activation; 370,000 compounds, 0.14% hits; HEK293 GC-A cells, cGMP TR-FRET, EC30 ANP; 0% at EC30 ANP, 100% saturating ANP; activation, % at 10 µM; in the data active means activation above about 40%
GAA850 FXN act: increases GAA850 frataxin promoter reporter activity; HEK293 lucGAA850 FXN promoter luciferase reporter, 24 h; percent of 10 µM SAHA response; activation, % at 6 µM; 360,000 compounds, 0.56% hits;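 active means activation above the average of all compounds screened plus 3 SD, cutoff fixed separately per campaign, cut at about 7.5% in these data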;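 further: 0% = DMSO wells and 100% = 10 µM SAHA wells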
hcDAF-12 act: H. contortus DAF-12 activation, primary screen. HEK293 hcDAF-12 lit1-tk-luc reporter, luminescence; 0% DMSO, 100% Δ7-dafachronic acid. activation, % at 6.8 µM. 370,000 compounds, 1.4% hits. AID 652067;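 active means activation above the mean of all tested compounds plus 3 SD, cut at about 5.5% in these data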;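 further: 100% = response to 3 µM Δ7-dafachronic acid high control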
DAX1 inh-1: NR0B1 (DAX1) inhibition | HEK293 Gal4-DAX1 luciferase reporter, luminescence | 340,000 compounds, 0.99% hits | inhibition, % at 6.75 µM | AID 504766 | P51843;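 active means inhibition above the mean over all tested compounds plus 3 SD, cut at about 4.2% in these data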;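 further: 0% = DAX1-transfected cells with DMSO and 100% = empty-vector control cells with DMSO; inhibition shows as a rise in luminescence from relieved DAX1 repression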
SMARCA2 activ: SMARCA2 function activation, primary screen. MG213 cells, MMTV-luciferase reporter, dexamethasone, overnight. activation, % at 9.1 µM. 370,000 compounds, 1% hits. AID 652017; in the data active means activation above about 7.8%;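 further: 0% = vehicle wells and 100% = reference activator wells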
ssDAF12 agonist: S. stercoralis DAF-12 activation, primary screen | 370,000 compounds, 1% hits | AID 652126 | HEK293 ssDAF-12/GRIP1 lit1-tk-luc reporter, luminescence; % of 3 µM dafachronic acid response | activation, % at 6.8 µM;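 active means activation above the mean over all tested compounds plus 3 SD, cut at about 0.9% in these data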;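 further: 0% = DMSO-only wells and 100% = 3 µM delta7-dafachronic acid wells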
DAX1 inh-2: DAX1 (NR0B1) inhibition, primary screen. HEK293T StAR-luciferase reporter, SF-1/DAX-1 repression relief. inhibition, % at 6.8 µM. 370,000 compounds, 1.1% hits. AID 652010;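 active means inhibition above the mean over all tested compounds plus 3 SD, cut at about 3.6% in these data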;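 further: 0% = DAX-1 cells with DMSO and 100% = cells lacking DAX-1 with DMSO; higher inhibition means more luminescence from relief of DAX-1 repression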
hgDAF-12 ag: hgDAF-12 agonism, primary luciferase screen; 370,000 compounds, 1.8% hits; HEK293 GAL4-hgDAF12 UAS-luciferase reporter, agonist luminescence; normalized to butyrate control; activation, % at 6.8 µM;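 active means activation above a cutoff set at the mean of all screened compounds plus 3 SD, cut at about 10% in these data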;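 further: 0% = DMSO wells and 100% = sodium butyrate wells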
* hit, by the source's call; i = inactive; . = no result given.

Results follow in this order: HGIII-sPLA2 inh, ADAM10 inh, GC-B act, GC-A act, GAA850 FXN act, hcDAF-12 act, DAX1 inh-1, SMARCA2 activ, ssDAF12 agonist, DAX1 inh-2, hgDAF-12 ag
1: CN(Cc1ccccc1)C(=O)CCS(=O)(=O)c1cc2c(cc1Cl)NC(=O)CO2
  -1.4, -4.9, 5.1, 0.1, -1.3, 0.4, -0.5, -2.4, -0.9, -0.2, -3.0
2: O=C(Cc1ccccc1)OCC(=O)c1cccc([N+](=O)[O-])c1
  -2.4, 1.4, 3.8, 4.0, 0.8, 2.6, 1.5, 1.9, -0.3, 3.1, 2.8
3: O=C(COc1cccc(Cl)c1)Nc1ccc(N2CCOCC2)cc1
  2.9, -5.0, -5.7, 5.5, 2.4, -1.6, 1.5, 0.1, -1.1, -0.2, -0.7
4: O=C(NCc1cccs1)C1Cc2c(-c3ccccc3Oc3ccccc3)ccnc2O1 (centres undefined)
  -4.2, 0.2, -3.4, -12.7, -0.7, -1.5, ., -1.8, -1.0, 0.1, -2.1
5: CCC1(C2=CCCCC2)C(=O)NC(=O)N=C1N (centres undefined)
  -0.7, -7.1, 0.0, 2.2, 0.6, 3.1, 0.1, 3.0, 0.0, -0.7, 3.1
6: C=CCN1C(=O)c2ccccc2NC1c1cc(Br)cs1 (centres undefined)
  -1.2, -326.4, -11.6, -18.5, -3.6, -0.3, -0.6, -3.2, -1.4, -0.6, -0.7
7: Cc1cccn2c(=O)c3cc(C(=O)NCCC4=CCCCC4)n(C)c3nc12
  0.0, -160.2, -2.7, 5.7, 0.8, 1.3, 0.4, -0.8, -1.1, -0.2, -0.9
8: CN(C)c1nc(C#N)nc(N2CCOCC2)n1
  -0.8, -9.5, -0.7, 11.2, 2.9, -1.5, 0.1, 1.7, -1.3, 0.5, 1.5
9: CC(C)Oc1ccc(S(=O)(=O)N2CCCCC2)cc1NC(=O)CN1C(=O)NC2(CCCC2)C1=O
  -7.2, -9.2, -1.2, 3.1, 3.1, -1.6, -0.3, -2.1, 0.0, -1.0, -3.7
10: CC1CCC(C(C)C)C(OP(=O)(c2ccccc2)C(O)c2ccncc2)C1 (centres undefined)
  -7.8, 1.8, -1.3, -2.9, 1.8, -1.2, 0.2, 3.9, -1.3, -0.4, -1.5
11: O=C(CSc1nnc(Nc2ccccc2)s1)NN1C(=O)NC2(CCCCC2)C1=O
  -5.7, 6.4, -2.0, 1.4, 0.4, -2.1, 0.2, 3.0, -1.5, -0.4, 1.3
12: O=C(NCCc1ccc(F)cc1)c1cc2ccccn2n1
  -2.1, 0.8, 1.9, -0.2, ., -1.3, ., 16.5*, -0.6, 2.4, 7.2
13: Cc1cc(NC(=O)c2ccccc2)c(Cl)cc1N
  7.7, 6.4, 3.0, 2.1, -8.9, -6.4, -1.8, -7.7, -2.5, -0.6, -10.4
14: COc1ccc(CNC(=O)CCSc2ccc(F)cc2)cc1OC
  -4.7, -3.5, 5.3, 7.9, 2.3, -0.4, 1.3, -1.8, -1.0, -0.7, -0.3
15: C[C@H]1CN([C@@H](C)CO)S(=O)(=O)c2ccc(Br)cc2O[C@H]1CN(C)Cc1ccccc1
  -15.5, 1.5, -12.7, -32.0, 5.0, -2.1, 0.8, -0.4, -0.9, -0.7, 0.3
16: c1ccc(Cc2noc(CN3CCN(Cc4ccc5c(c4)OCO5)CC3)n2)cc1
  -4.2, 2.3, -5.0, -0.7, 1.4, -0.9, 0.0, -3.8, -1.9, -0.3, 1.1
17: Cc1cc(S(=O)(=O)N2CCOCC2)ccc1OCC(=O)Nc1ccc(Br)cc1F
  -0.5, 2.2, 0.9, 3.3, -0.1, -1.7, 0.8, 2.5, -1.4, 0.3, 2.0
18: CCCCNC(=O)CSc1nc2c(sc(=S)n2-c2cc(Cl)ccc2OC)c(=O)[nH]1
  -10.0, 9.2, 1.8, 1.1, 0.4, 0.3, -0.2, 1.8, -0.9, 0.1, -0.4
19: CCc1cccc(OCCCCNCCCOC)c1
  -4.8, 3.8, -0.4, -0.8, -1.8, -0.4, 0.4, -2.4, -1.6, 0.2, -1.4
20: Cc1cccc(N2C(=O)CS/C2=N\NC(=O)c2ccc(Cl)cc2)c1C
  5.2, 4.0, -2.3, 0.7, -1.6, -0.5, 1.1, -1.6, -1.3, 0.8, 4.1
21: O=C(c1ccc(F)c(S(=O)(=O)N2CCOCC2)c1)N(CCc1ccccc1)Cc1ccccc1
  -12.7, 5.2, 0.4, -3.5, 0.8, -2.4, -0.8, 0.8, -0.9, -2.5, 1.7
22: Cc1ccc(-c2cc(C(=O)Nc3cc(C)on3)c3ccccc3n2)c(C)c1
  -2.4, -26.2, 5.2, 5.2, -3.1, 1.6, -0.8, -1.9, -1.4, -2.0, 2.1
23: CC(C)CN(C#N)c1nc(N2CCOCC2)nc(N2CCOCC2)n1
  -1.0, 2.6, 1.0, 2.2, 2.0, -1.4, 0.1, -0.6, -0.6, -0.7, -1.1
24: COc1cc(NS(=O)(=O)c2ccc(NC(=O)c3ccc(F)cc3)cc2)ncn1
  -10.0, -10.3, -5.4, -2.1, -2.8, -1.4, -0.1, -1.5, -0.8, 1.3, -1.3
25: Nc1nc(SCC(=O)Nc2ccc(OCc3ccccc3)cc2)n[nH]1
  -13.3, 9.5, 0.8, 7.5, 2.1, 0.0, 5.2*, -1.3, -0.6, -0.2, 6.6
26: O=C(NCCc1ccc(F)cc1)c1n[nH]c2ccccc12
  -6.9, -0.4, -3.5, -1.7, 5.3, 1.0, -0.1, 2.3, -1.2, 1.2, 4.5
27: COc1ccc(-c2cn3cc(C)ccc3n2)cc1OC
  6.2, i, -2.9, 2.9, 3.2, 4.3, -0.7, 5.7, 0.1, 4.9*, 19.0*
28: C=CCC[C@@H](Cc1ccc(F)cc1)C(=O)OC[C@H](Cc1c[nH]c2ccccc12)NC(=O)[C@@H](CC=C)CC(=O)N[C@@H](CO)Cc1ccccc1
  -89.4, 16.2, 0.6, 0.0, -5.9, -2.6, -0.6, -1.9, -1.4, -0.2, -4.3
29: CCOC(=O)/C=C/C(=O)OCc1csc(CC(=O)Nc2ccccc2C)n1
  -26.0, -3.5, 2.7, 4.1, -0.4, -1.9, 0.8, 0.1, -1.3, 0.6, 4.4
30: Cc1cccc(C(=O)NCCNC(=O)c2cccnc2)c1
  13.2, 12.6, 0.3, 1.0, -0.7, -1.5, 0.7, -4.4, -0.7, -0.4, -1.3

Look-ups from above.
For DAX1 inh-1, `O=C(CSc1nnc(Nc2ccccc2)s1)NN1C(=O)NC2(CCCCC2)C1=O` is listed with 0.2
For HGIII-sPLA2 inh, `C=CCN1C(=O)c2ccccc2NC1c1cc(Br)cs1` (centres undefined) is listed with -1.2

Next section:
Results follow in this order: HGIII-sPLA2 inh, ADAM10 inh, GC-B act, GC-A act, GAA850 FXN act, hcDAF-12 act, DAX1 inh-1, SMARCA2 activ, ssDAF12 agonist, DAX1 inh-2, hgDAF-12 ag
31: CC(=O)NC(CC(=O)OCC(=O)Nc1ccc2c(c1)OCO2)c1ccccc1 (centres undefined)
  -4.7, -4.3, 7.3, 1.3, 0.5, -0.5, -0.1, -1.1, -0.7, 0.9, 0.3
32: O=c1c2ccccc2[nH]c(=S)n1CCCn1ccnc1
  3.1, -4.6, -1.9, -0.1, 1.1, -2.7, 0.7, -0.8, -1.6, 0.1, -0.1
33: CCOc1ccc(NC(=O)CN2CCc3ccccc3C2)cc1
  -4.2, 4.2, 4.9, 0.7, -1.3, 2.2, 2.6, -1.9, -0.9, -0.8, 2.5
34: COc1ccc(-c2nn(-c3ccccc3)cc2CNCc2cccnc2)c(F)c1
  -1.8, -14.1, 4.5, 0.5, -0.3, -1.4, -0.1, 1.6, -1.6, 0.1, 0.6
35: COc1ccc(OC)c(NC(=O)CCN2CCN(CCO)CC2)c1
  1.7, 5.7, 3.3, 4.0, -0.3, 1.0, 2.6, 2.4, -1.8, -0.1, -1.1
36: CCOC(=O)c1ccc(NC(=O)CSc2ccc(-c3ccncc3)nn2)cc1
  -1.4, 6.6, -4.9, 2.7, -0.4, -0.7, 0.1, 1.5, -2.0, -1.4, -1.0
37: Cc1cc(F)ccc1S(=O)(=O)N1CCCOC1CNC(=O)C(=O)NCCC1=CCCCC1 (centres undefined)
  -1.1, -4.2, 6.4, 2.8, 0.3, -0.5, 0.3, -3.0, -0.5, 0.3, 1.4
38: COc1ccc2c(c1OC)C(=O)N1c3ccccc3C(=O)N(c3ccc(F)cc3)C21 (centres undefined)
  5.7, 3.0, 20.0, 6.2, -5.5, -1.1, -0.1, 2.8, -1.2, -1.6, -0.7
39: COc1ccc(-c2cc(C(=O)Nc3cc(OC)c(OC)c(OC)c3)[nH]n2)c(C)c1
  -19.9, 5.4, -0.7, -5.8, -1.6, -2.3, ., -0.7, -1.8, -1.9, -2.2
40: CC(C)N1CCC(C)(C(=O)Nc2cccc3c2CCCC3)C1 (centres undefined)
  1.8, 5.7, 6.1, -2.3, 0.1, 0.4, ., 2.9, -0.8, -1.0, -0.3
41: Cn1c(=O)c2c(nc(Oc3cccc(Br)c3)n2C)n(C)c1=O
  7.9, -1.8, 0.7, 8.7, 1.4, -2.0, -0.1, -0.4, -1.4, -0.1, 1.0
42: COC(=O)c1cc(NC(=O)c2cccc(C(F)(F)F)c2)c(=O)oc1C
  -5.0, 9.9, -5.5, 6.6, 0.4, 2.7, 0.8, -0.4, -0.6, -0.3, 0.6
43: CCOC(=O)N1CCN(c2ccc(S(=O)(=O)N(Cc3ccccc3)Cc3ccccc3)cn2)CC1
  -2.2, 3.0, 0.1, -1.1, -1.1, -2.5, 0.1, -1.5, -1.5, -0.7, -0.5
44: CCOc1ccc(N2CC(=O)SC2=S)cc1
  -4.6, 1.2, 1.3, -0.7, 1.3, -0.2, 1.7, -0.7, -1.3, 0.2, -0.5
45: O=C(CSc1nnc(NC(=O)c2ccco2)s1)Nc1ccc2c(c1)OCCO2
  9.9, -7.8, 1.1, -1.7, 1.4, -2.5, -0.1, -4.1, -0.5, 0.0, -4.0
46: Cc1ccc(-n2ccn(CC(=O)NCCc3ccccc3)c(=O)c2=O)cc1C
  7.1, -5.9, -1.7, 0.9, 1.9, 1.8, 0.9, -1.0, -1.1, 0.7, 3.0
